High-throughput results from PubChem BioAssay.
UPR XBP1 act = activators of adaptive XBP1 UPR arm, primary screen, cell-based, CHO-XBP1 luciferase reporter, luminescence, uHTS. IRE1-XBP1 UPR activation; percent of tunicamycin response, DMSO as zero. 0.33% of 330,000 active. activation, % at 20 µM;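 active = versus positive control, 20 µM dose yields 30% or more activation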;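 note: 100% = tunicamycin at 10 µg/mL and 0% = DMSO only wells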
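Material: CHO cell line with stable XBP1 luciferase reporter; buffer or medium: F12 medium containing 10% fetal bovine serum; compound: single point, 20 µM final compound, 1% DMSO; incubation: 6 h treatment, 37 °C; measured by: glow luminescence from Steady-Glo reagent; evaluation: activation, % of tunicamycin; control set: tunicamycin high, DMSO low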
NALP3 yeast inh = NALP3 inflammasome inhibitors in reconstituted yeast, primary screen, luminescence, uHTS; Yeast reconstituted NLRP3/ASC/caspase-1, beta-gal luminescence, 24 h; inhibition, % at 10 µM; 0.39% of 330,000 active; AID 2825, 2010;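 active = inhibition of 50% or more; inactive = inhibition below 50%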;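 note: plate controls were induced DMSO wells for no effect and uninduced yeast grown without galactose for full effect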
tim23-1 inh = growth inhibitors of tim23-1 mutant yeast, primary screen, luminescence, uHTS | S. cerevisiae tim23-1 growth, BacTiter-Glo luminescence, 24 h | inhibition, % at 20 µM | 1.3% of 330,000 active | AID 463212, 2010;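 active = growth inhibition of the mutant yeast at or above 50%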;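 note: temperature-sensitive mutant grown at 25 °C; plate controls were DMSO-treated mutant yeast for no effect and medium wells lacking yeast for full effect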
NR3A LBD binder = binders of NR3A ligand-binding domain, primary screen, biophysical, differential scanning fluorimetry, uHTS. NR3A LBD differential scanning fluorimetry, Tm shift; 0% = protein alone, 100% = glycine-bound protein. Tm shift relative to glycine control, % at 25 µM. 2.5% of 340,000 active. AID 1259313, 2017;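 active = melting temperature shift of at least 10% of the positive control shift, at one fixed dose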
tim10-1 inh = growth inhibitors of tim10-1 mutant yeast, primary screen, luminescence, uHTS; S. cerevisiae tim10-1 ts strain growth, BacTiter-Glo, 24 h; inhibition, % at 20 µM; 2.2% of 330,000 active;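 active = inhibition of at least 40%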;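 note: mutant grown at 25 °C; 0% = DMSO wells with yeast and 100% = wells holding no yeast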
APJ ag = agonists of human apelin receptor APJ, primary screen, CHO-K1 cells, PathHunter beta-arrestin, luminescence. activation, % at 20 µM. AID 2520, 2010. 0.11% of 330,000 active. 0% DMSO wells, 100% apelin. P35414;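 active = activation more than six SD over the plate average, tested at 20 µM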;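 note: 0% = DMSO alone and 100% = apelin-13 at 10 nM; some results filed as inactive read as strong as hits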
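Incubation: overnight seeding, 90 min compound at 25 °C, 1 h detection; test system: PathHunter CHO-K1 APJ (AGTRL-1) beta-arrestin reporter cells; amount: 1000 cells/well; doses: one dose, 20 µM compound, 1% DMSO; measured by: beta-gal luminescence; measure: agonist-driven arrestin binding to APJ; benchmarks: negative DMSO alone, positive Apelin-13 at 10 nM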
TIM10 inh = growth inhibitors of isogenic TIM10 control yeast, primary screen, counter-screen for tim10-1 yeast inhibitor project, luminescence, uHTS; S. cerevisiae TIM10 strain growth, BacTiter-Glo luminescence, 24 h; inhibition, % at 10 µM; 1.4% of 330,000 active; AID 463195, 2010;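 active = inhibition of 40% or more at the single tested concentration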;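 note: wild-type TIM10 isogenic control strain grown at permissive 25 °C; 0% = DMSO yeast wells and 100% = minimal medium wells without yeast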
UPR CHOP act = activators of apoptotic CHOP UPR arm, primary screen, cell-based, CHO-CHOP luciferase reporter, luminescence, uHTS; AID 449763, 2010; activation, % at 10 µM; UPR activation; percent of tunicamycin response over DMSO baseline; 0.34% of 330,000 active;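 active = at 10 µM dose, activation of 40% or more, normalized to positive control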;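 note: 100% = tunicamycin at 10 µg/mL and 0% = DMSO alone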
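assay system = CHO CHOP reporter cells | amount = 500 CHO-CHOP cells per well | buffer or medium = F12 with 10% FBS | incubation = 16-18 h cell attachment, then 6 h compound exposure, 37 °C | detection = luminescence read with Steady-Glo | read-out = percent activation relative to tunicamycin control | controls = tunicamycin high control, DMSO low control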
Mdm2-MdmX inh = inhibitors of human Mdm2-MdmX association, primary screen, cell-based, luminescence, split luciferase, SaOS-2, uHTS | 3% of 330,000 active | Protein Mdm4 (Homo sapiens) + E3 ubiquitin-protein ligase Mdm2 (Homo sapiens), … | inhibition, % at 8 µM | SaOS-2 split-luciferase Mdm2/MdmX complementation | AID 485346, 2010;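 active = inhibition of at least 50% at 8 µM in the primary screen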
Target sequence (O15151 whole entry, looked up): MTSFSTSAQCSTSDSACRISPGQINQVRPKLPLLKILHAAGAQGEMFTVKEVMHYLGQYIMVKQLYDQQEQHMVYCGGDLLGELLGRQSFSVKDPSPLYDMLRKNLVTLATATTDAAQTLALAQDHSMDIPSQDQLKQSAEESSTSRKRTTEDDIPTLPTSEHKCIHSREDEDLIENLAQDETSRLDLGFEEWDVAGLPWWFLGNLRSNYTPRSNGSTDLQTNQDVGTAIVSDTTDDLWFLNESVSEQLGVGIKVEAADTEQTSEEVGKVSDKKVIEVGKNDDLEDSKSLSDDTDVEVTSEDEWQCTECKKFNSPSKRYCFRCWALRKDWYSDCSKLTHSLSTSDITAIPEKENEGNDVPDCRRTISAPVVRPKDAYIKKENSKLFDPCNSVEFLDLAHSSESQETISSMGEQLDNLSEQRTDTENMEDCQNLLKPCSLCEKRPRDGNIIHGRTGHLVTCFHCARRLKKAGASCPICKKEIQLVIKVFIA
Target sequence (Q00987 whole entry, looked up): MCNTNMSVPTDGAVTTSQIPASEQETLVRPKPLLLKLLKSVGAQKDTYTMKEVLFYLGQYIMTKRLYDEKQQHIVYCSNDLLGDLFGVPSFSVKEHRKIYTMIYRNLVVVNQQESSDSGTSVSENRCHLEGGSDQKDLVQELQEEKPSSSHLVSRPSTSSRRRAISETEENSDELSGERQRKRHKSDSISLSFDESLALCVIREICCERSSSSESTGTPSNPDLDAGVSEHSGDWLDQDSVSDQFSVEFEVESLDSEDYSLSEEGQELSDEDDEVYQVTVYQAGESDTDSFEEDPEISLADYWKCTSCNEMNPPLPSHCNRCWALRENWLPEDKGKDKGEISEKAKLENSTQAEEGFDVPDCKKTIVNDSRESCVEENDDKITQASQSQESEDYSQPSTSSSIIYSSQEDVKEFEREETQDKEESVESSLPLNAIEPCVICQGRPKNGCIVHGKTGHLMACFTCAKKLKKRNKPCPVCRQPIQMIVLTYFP
The depositor's hits bear a star; x = no result given.

smiles	tim23-1 inh	Mdm2-MdmX inh	NR3A LBD binder	UPR CHOP act	APJ ag	tim10-1 inh	TIM10 inh	UPR XBP1 act	NALP3 yeast inh
O=C(Nc1cc(Cl)ccc1Cl)c1ccc(OC(=O)c2ccco2)cc1	-4	27	0	2.4	-6	17	4	2	25
Cc1cc(=O)oc(C)c1C(=O)NCc1ccc(F)cc1	7	9	2	1.2	-5	7	0	0	13
Cc1nc2cc(NC(=O)c3ccc(S(=O)(=O)N(C)c4ccccc4)cc3)ccc2o1	6	12	-7	7.7	8	-2	15	4	15
CCOC(=O)C(CC)(CCC(=O)OC)c1csc(Nc2ccccc2O)n1 (stereo not given)	29	-14	x	-1.0	-3	5	1	4	-1
CCOC(=O)Cc1csc(NC(=O)/C=C/c2ccc(Cl)cc2)n1	-15	15	2	3.5	-3	-18	-17	4	6
CCOC(=O)C1CCN(S(=O)(=O)c2cnc[nH]2)CC1	18	12	-2	0.0	1	-4	12	-3	15
COc1ccc2c(=O)c3c(=O)n(Cc4ccco4)c(-c4ccc(C)cc4)nc3oc2c1	57*	3	-2	-0.2	-2	17	19	1	18
Cc1ccnc(NC(=O)C2(c3cccs3)CCOCC2)c1	13	12	-7	5.5	1	-5	-6	-2	14
O=C(NCCc1ccccn1)c1cccc(S(=O)(=O)N2CCCCCC2)c1	10	17	-1	-0.6	-4	13	14	-1	-12
O=C(Nc1ccccc1)c1ccc(S(=O)(=O)N2CCCC2)cc1	9	22	1	-0.7	-1	16	6	-2	21
Cc1cc(NC(=O)CCC(=O)N(c2ccccc2)C(C(=O)NC2CCCC2)c2ccccc2F)no1 (stereo not given)	14	21	0	2.2	0	9	9	1	10
COc1cccc2[nH]c3c(N4CCCCC4)ncnc3c12	32	8	-1	2.5	1	5	25	7	-7
Cc1cc(Oc2ccc(N)cn2)cc(C)c1Cl	26	-11	1	1.8	2	4	18	3	19
Cn1c(CNC(=O)Cc2ccc3c(c2)OCO3)nnc1SCc1ccccc1	9	16	0	-1.8	4	17	-18	0	8
CC(C)(Oc1ccc(Cl)cc1)C(=O)Nc1c2c(nn1C(C)(C)C)CS(=O)(=O)C2	13	15	1	1.0	0	15	10	2	9
CN(CC(=O)Nc1ccccc1C(=O)NC1CC1)Cc1ccc(N(C)C)cc1	-3	13	0	-1.6	-4	-13	4	0	13
COC(=O)c1c(N)sc(C(=O)N2CCOCC2)c1C	11	-11	0	0.9	-2	16	8	-1	13
O=C(Nc1cccc(Cl)c1)c1ccccc1NC(=O)C1CCCCC1C(=O)O (stereo not given)	-1	10	-1	-0.9	-1	-19	-3	3	30
CC(C)c1cccc(C(C)C)c1OC(=O)[C@H]1OC(C(C)(C)C)=C[C@@H]1c1ccccc1	-1	1	16*	7.8	-1	-9	-7	-3	20
Cc1[nH]c(C)c(S(=O)(=O)N2CCCCC2)c1C(=O)N1CCCC1	4	0	2	1.8	-1	2	3	-3	11
O=C(O)c1cc(-c2ccc3ccccc3n2)nc2ccccc12	9	-5	x	2.1	0	5	11	2	4
CC(C)C(=O)NC(c1ccccc1Cl)c1c(O)ccc2ccccc12 (stereo not given)	12	6	-5	1.0	-4	-8	4	-1	12
Cc1ccc(NCC(=O)N/N=C\c2cccc(O)c2)cc1	-7	-12	1	0.5	-1	10	6	1	2
CCOC(=O)C1CCN(c2ccc(C(N)=O)cc2[N+](=O)[O-])CC1	14	19	1	1.5	-3	31	3	9	26
O=Cc1cccn1-c1sc2c(c1C(=O)O)CCCC2	2	-7	0	2.0	-2	-2	5	-1	21
Cc1cc(=O)[nH]c(=S)n1-c1ccccc1	-3	11	1	-0.9	-1	-7	-9	-2	7
O=C(Cn1nnc(-c2ccccc2Cl)n1)Nc1cccc(S(=O)(=O)N2CCCC2)c1	13	12	-13	0.6	-3	2	-3	-2	12
CC(NC(=O)c1cccs1)c1ccc(Cl)cc1 (stereo not given)	-16	5	-1	0.0	-2	-25	-45	-1	6
O=C(NNC(=O)c1cccc2ccccc12)c1ccc2c(c1)OCO2	-16	12	4	4.0	-5	-20	2	-1	10
CCCCCc1ccc(CC(=O)O)cc1	17	-27	1	-0.6	-2	-11	-6	0	33
Cc1cc(C)cc(OCC(=O)OCC(=O)c2cc(C)n(C3CC3)c2C)c1	23	13	2	0.2	-2	14	0	-7	-19
CCOC(=O)c1cnc2ccc(OC)cc2c1Nc1ccc(N2CCN(C)CC2)cc1	-5	34	x	0.7	-2	15	9	-5	30
CCCNC(=O)C(Cc1cccc(C#N)c1)NC(=O)c1ccc(C#N)cc1 (stereo not given)	7	18	-1	0.1	-3	2	0	-4	23
COc1ccc(N2CCN(C(=O)CCCn3c(=S)[nH]c4cc5c(cc4c3=O)OCO5)CC2)cc1	-30	26	1	-0.9	1	0	-24	-1	20
CCOC(=O)Cc1csc(SCC(=O)Nc2cc(C)ccc2OC)n1	7	6	2	-1.6	-2	-12	-9	-2	30
COc1ccc(-c2ccc([C@H]3[C@@H]4C=CCC[C@@]4(C)C(=O)N3Cc3ccccc3)c(F)c2)cc1OC	-3	63*	0	0.7	4	2	6	2	9
COc1cc(/C=N/NC(=O)COc2ccc(-n3cnnn3)cc2)ccc1OCC(N)=O	-3	-8	-4	0.7	2	-9	-9	-2	17
Cc1c(Cl)cccc1NC(=O)Cn1nnc(C(=O)NCc2cccs2)c1N	-6	10	5	1.0	-1	6	-33	5	-5
c1ccc2nc(N3CCOCC3)c(N3CCOCC3)nc2c1	-16	3	1	0.1	-2	20	-15	0	5
COc1cc(CN2CCN(c3cccc(Cl)c3)CC2)cc(OC)c1OC	-29	43	-1	1.8	-2	18	9	1	-33
CSc1ccccc1NC(=O)c1c(C)noc1C	-5	0	-1	0.0	-1	7	-6	3	14
Cc1cccc(C(=O)N2CCN(c3ncnc4c3cnn4-c3ccccc3)CC2)c1	19	13	-2	0.2	1	30	16	-4	18
O=C(Nc1ccc(Cl)cc1)C1CCCN1C(=O)NCc1ccccc1 (stereo not given)	6	2	1	0.9	1	-10	-15	4	14
CC(=O)Nc1ccc(Nc2nnc(-c3ccc(C)c(S(=O)(=O)NCCO)c3)c3ccccc23)cc1	1	-5	1	-0.6	-3	7	5	-7	10
CCC(=O)N1CCc2cc(Br)cc(S(=O)(=O)N3CCCC(C(=O)NC(C)(C)C)C3)c21 (stereo not given)	12	10	0	0.2	0	22	-2	-4	4
Cc1ccc(S(=O)(=O)N(C)C)cc1NC(=O)c1c(-c2c(F)cccc2Cl)noc1C	19	-25	1	1.9	2	16	20	-1	4
CCOC(=O)C1(Cc2ccccc2)C(=O)N(CCCN(C)C)c2ccccc21 (stereo not given)	-12	-6	-2	1.2	0	-2	-12	0	12
O=C(OCC(=O)N1CCc2ccccc2C1)c1cccc([N+](=O)[O-])c1	14	-16	0	13	-1	17	22	1	1
ONC(=Nc1ccc(Cl)cc1)c1ccc(Cl)cc1	0	-11	-2	-3.1	0	35	31	0	-7
Cc1cc(C)c(S(=O)(=O)Nc2ccc(O)c(Sc3ncn[nH]3)c2)cc1C	18	17	-12	0.0	3	12	11	-3	-8
Cc1cc(-c2ccc(C(C)C)c(S(=O)(=O)N3CCOc4ccccc43)c2)on1	8	36	-1	0.1	9	-25	-8	-2	6
CCNc1nc(C)c(CN(C(C)=O)c2ccccc2)nc1C#N	15	-12	2	-0.1	-1	16	5	-1	14
CC[C@@H]1C(c2ccc(F)cc2)=NN(c2ccccc2)[C@H]1C(=O)N1CCOC1=O	37	-3	-12	2.1	x	16	3	0	x
CC(=O)Nc1ccc(OCCOc2ccc(/C=C3\C(=N)N4N=C(C(C)C)SC4=NC3=O)cc2)cc1	8	-13	-2	0.0	1	8	-16	-3	-2
O=C(CCCC(=O)N(CC(=O)NC1CCCCC1)Cc1ccccc1)Nc1ccccn1	8	16	2	-0.2	3	4	26	-2	7
Cc1cccc(N(CC(=O)NC(C)C)C(=O)c2ccc(N3CCCC3)nc2)c1	5	-1	1	-1.4	-3	10	12	-2	12
CCOc1ccc(CN(C)C(=O)CCN2C(=O)c3ccccc3C2=O)cc1OC	16	13	-3	0.0	-3	22	-5	3	-3
Cc1cc(C)nc(N/N=C/C2=C(O)CC(c3ccc(F)cc3)CC2=O)n1 (stereo not given)	6	14	0	11	-13	17	25	-3	27
ClC(Cl)c1nnc(-c2ccccc2)c(-c2c[nH]c3ccccc23)n1	23	26	-4	0.6	-1	24	15	-1	26
COc1ccc(C(=O)c2cn[nH]c2-c2ccc(C)cc2O)cc1	11	14	8	0.1	-5	10	23	3	10

The list continues.
smiles	tim23-1 inh	Mdm2-MdmX inh	NR3A LBD binder	UPR CHOP act	APJ ag	tim10-1 inh	TIM10 inh	UPR XBP1 act	NALP3 yeast inh
CC(=O)N(C)c1nnc(-c2cnccn2)s1	7	1	1	-0.6	-4	-2	0	-4	3
N#CCCN(CCC#N)S(=O)(=O)c1ccc(C(=O)Nc2nnc(C3=COCCO3)o2)cc1	3	16	0	-1.4	-3	11	7	-2	16
CCOc1ccc(N(CC(=O)Nc2ccc(C)c(C)c2)S(=O)(=O)c2c(C)noc2C)cc1	39	4	-1	-1.7	-4	10	2	-5	7
CCCCN(C(=S)Nc1ccccc1)C1CCS(=O)(=O)C1 (stereo not given)	19	14	-1	1.3	-3	14	-2	-4	3
COc1ccc(CC(=O)NC(C)c2nnc(SCC(=O)Nc3ccccc3F)n2C)cc1 (stereo not given)	14	-8	-1	0.2	-1	22	11	-4	8
COC(=O)c1c(NC(=O)c2nc3ccccc3s2)sc2c1CCN(C(C)=O)C2	35	8	0	9.8	1	32	14	7	24
CN1OC(COC(=O)c2ccccc2)CC1c1ccccc1 (stereo not given)	16	-76	4	6.9	-4	11	19	-1	17

Three of the compounds above, with two lines to a compound:
Each structure is followed by: tim23-1 inh	Mdm2-MdmX inh	NR3A LBD binder	UPR CHOP act	APJ ag	tim10-1 inh	TIM10 inh	UPR XBP1 act	NALP3 yeast inh
CCCCN(C(=S)Nc1ccccc1)C1CCS(=O)(=O)C1 (stereo not given)
 : 19	14	-1	1.3	-3	14	-2	-4	3
COc1ccc(CC(=O)NC(C)c2nnc(SCC(=O)Nc3ccccc3F)n2C)cc1 (stereo not given)
 : 14	-8	-1	0.2	-1	22	11	-4	8
COC(=O)c1c(NC(=O)c2nc3ccccc3s2)sc2c1CCN(C(C)=O)C2
 : 35	8	0	9.8	1	32	14	7	24
